From PubChem BioAssay
CatB mixtures = cathepsin B inhibitors from pooled compounds, primary screen, biochemical, compound mixtures, AMC fluorescence | P07858 | Purified cathepsin B, AMC dipeptide fluorescence | inhibition, %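 (ten-compound pools at 5 µM per compound and 50 µM total)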 | 62,000 compounds, 0.06% hits; in the data active = inhibition above about 22%, passing the limit was not always enough;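 note: 0% = enzyme without compound and 100% = no enzyme blank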
Ec RNAP inh = E. coli RNAP inhibitors, biochemical | DNA-directed RNA polymerase subunit beta (Escherichia coli (strain K12)), P0A8V2 | E. coli RNA polymerase, fluorescence transcription assay | inhibition, %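 (tested at 10 µM)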 | 62,000 compounds, 0.2% hits | AID 559, 2006; in the data active = inhibition above about 20%;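 note: 0% = enzyme without compound and 100% = no enzyme blank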
Target sequence (P0A8V2 whole entry, looked up): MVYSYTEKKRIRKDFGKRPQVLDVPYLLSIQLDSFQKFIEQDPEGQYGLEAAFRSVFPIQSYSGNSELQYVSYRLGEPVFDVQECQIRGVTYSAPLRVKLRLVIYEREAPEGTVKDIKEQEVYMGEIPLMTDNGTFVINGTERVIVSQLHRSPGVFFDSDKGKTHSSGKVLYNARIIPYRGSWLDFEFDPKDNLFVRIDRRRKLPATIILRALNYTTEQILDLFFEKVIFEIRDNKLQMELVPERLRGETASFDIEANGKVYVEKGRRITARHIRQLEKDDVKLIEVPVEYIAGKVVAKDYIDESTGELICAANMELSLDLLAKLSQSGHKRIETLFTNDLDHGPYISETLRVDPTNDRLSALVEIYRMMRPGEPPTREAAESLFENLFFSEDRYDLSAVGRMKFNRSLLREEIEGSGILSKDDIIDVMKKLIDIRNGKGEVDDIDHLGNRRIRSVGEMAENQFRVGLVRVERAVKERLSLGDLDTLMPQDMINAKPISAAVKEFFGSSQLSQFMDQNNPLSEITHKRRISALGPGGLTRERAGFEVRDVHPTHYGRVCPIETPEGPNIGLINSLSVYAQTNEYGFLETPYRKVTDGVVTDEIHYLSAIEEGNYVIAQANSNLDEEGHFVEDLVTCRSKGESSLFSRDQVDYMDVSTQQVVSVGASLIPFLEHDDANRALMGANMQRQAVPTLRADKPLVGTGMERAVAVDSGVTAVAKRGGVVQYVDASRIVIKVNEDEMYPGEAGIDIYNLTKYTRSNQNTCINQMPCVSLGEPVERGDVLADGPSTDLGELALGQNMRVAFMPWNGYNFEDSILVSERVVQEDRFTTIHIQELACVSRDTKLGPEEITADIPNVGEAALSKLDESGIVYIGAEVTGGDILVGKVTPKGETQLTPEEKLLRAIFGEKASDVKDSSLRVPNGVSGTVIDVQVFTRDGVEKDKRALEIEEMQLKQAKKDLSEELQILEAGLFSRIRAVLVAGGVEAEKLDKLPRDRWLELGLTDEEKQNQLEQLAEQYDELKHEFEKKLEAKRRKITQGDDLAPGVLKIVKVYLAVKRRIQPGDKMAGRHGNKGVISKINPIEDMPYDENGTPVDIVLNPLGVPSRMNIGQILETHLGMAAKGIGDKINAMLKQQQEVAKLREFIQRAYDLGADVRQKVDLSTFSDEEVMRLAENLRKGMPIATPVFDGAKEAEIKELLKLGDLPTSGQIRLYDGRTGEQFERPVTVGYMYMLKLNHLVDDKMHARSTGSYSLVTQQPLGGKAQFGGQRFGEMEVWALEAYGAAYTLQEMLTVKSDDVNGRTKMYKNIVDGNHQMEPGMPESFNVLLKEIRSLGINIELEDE
Ecoli tolC = growth inhibitors of E. coli tolC mutant, primary screen, strain BW25113 ΔtolC::kan, 384-well. OD615. growth inhibition, % at 10 µM (by protocol). 65,000 compounds, 2.2% hits. AID 573, 2007;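 active = growth inhibition at or above a cutoff equal to the mean over every tested compound plus 3 SD, cut at about 60% in these data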;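 note: growth measured after 20 h incubation at 37 °C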
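test system = E. coli BW25113 ΔtolC::kan bacteria | medium = LB with kanamycin 50 µg/mL | signal = OD at 615 nm | schedule = 37 °C, 20 h exposure | evaluation = % inhibition of E. coli growth | compound dosing = one dose of 10 µM final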
CatB block = human cathepsin B inhibitors, primary screen, biochemical, fluorogenic substrate. P07858. purified cathepsin B, fluorescence. inhibition, %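 (tested at 10 µM)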. 63,000 compounds, 0.1% hits; in the data active = inhibition above about 21%;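 note: 0% = enzyme with no compound and 100% = no enzyme blank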
Hsp90 block = tumor Hsp90 inhibitors, primary screen, cell lysate, fluorescence polarization, NCI-N417 lysate; Cy3B-geldanamycin FP displacement; inhibition, % at 30 µM; 64,000 compounds, 0.35% hits; Heat shock protein HSP 90-alpha (Homo sapiens), P07900;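 active = inhibition above 50%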;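 note: 0% = tracer plus lysate wells and 100% = tracer alone without lysate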
MKP-1 inh = MKP-1 phosphatase inhibitors, primary screen, biochemical, in vitro; recombinant MKP-1, OMFP hydrolysis fluorescence; inhibition, %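 (compounds tested at a single concentration somewhere between 10 and 100 µM)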; 65,000 compounds, 0.15% hits;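 active = inhibition above about 50%, limit read from the data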;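 note: 0% = DMSO max control wells and 100% = wells with enzyme stopped by NaOH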
Cdc25B block = inhibitors of Cdc25B phosphatase catalytic domain, primary screen, biochemical, OMFP fluorescence; 65,000 compounds, 0.1% hits; M-phase inducer phosphatase 2 (Homo sapiens), P30305; AID 368, 2006; inhibition, %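 (compounds tested at 10 µM final in the well)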; recombinant Cdc25B, OMFP fluorescence Ex485/Em525; in the data active = inhibition above about 50%
AP complement = alternative complement pathway inhibitors, primary screen, biochemical, ELISA, human serum, orthogonally pooled compounds; LPS-coated ELISA, C3 deposition; tested in compound mixtures; 62,000 compounds, 0.08% hits; inhibition, % at 5 µM;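 active = inhibition above 30% in each of the two pooled mixtures holding the compound, so the lower value exceeds 30%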;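 note: 0% = serum in Mg-EGTA without compound and 100% = EDTA serum blank; some compounds past the cut are filed as inactive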
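Test system: human serum complement alternative pathway, C3 deposition onto LPS / Medium: Mg2+-EGTA GVB++ buffer containing human serum at 1:15 dilution / Probe or stimulus: Plate-bound LPS / Times: 1 h at 37 °C / Signal: ELISA with HRP anti-human C3 antibody, TMB substrate, absorbance 450 nm / Measure: percent inhibition / Repeats: two pool placements per compound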
D1 mod = D1 CRE-luciferase signal change, two-sided – cell-based, HEK293 D1, dopamine EC30, D1 allosteric modulator project, primary screen. 58,000 compounds, 5.9% hits. B-score at 10 µM. D(1A) dopamine receptor (Homo sapiens), P21728. dopamine EC30 potentiation; actives deviate in either direction;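 active = luminescence count or its row- and column-corrected plate score outside the 99.7% band of the plate's sample wells, on either side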
* = called active by the depositor; . = not tested or not shown.

smiles	Hsp90 block	D1 mod	Ecoli tolC	MKP-1 inh	Cdc25B block	AP complement	CatB block	CatB mixtures	Ec RNAP inh
CCn1c(SCC(=O)c2cc(C)n(-c3ccc(C(=O)OC)cc3)c2C)nnc1-c1cccnc1	-4	-2.2	12	18	-15	-5	6	0	9
COc1ccc(C2=CC(c3c(C)nn(-c4ccccc4)c3Cl)n3nnnc3N2)cc1OC (stereo not drawn)	-4	2	32	41	4	7	8	5	7
CCn1c(/C(C#N)=C(\O)CCc2ccccc2)nc2ccccc21	1	0.78	-29	-2	0	-6	1	-9	-1
CCn1c(N2CCN(CC(=O)c3c(C)n(C)c4ccccc34)CC2)nc2c1c(=O)[nH]c(=O)n2C	-4	3.5*	-18	16	2	11	0	2	3
CCCCn1c(SCC2CCCCO2)nc2cc(S(N)(=O)=O)ccc21 (stereo not drawn)	-1	0.97	4	-1	3	17	3	6	0
N#CC1=C(SCc2ccccc2Cl)NC(=O)C(C(N)=O)C1 (stereo not drawn)	0	-0.47	-14	7	10	0	1	-2	9
Cc1c(NC(=O)CSc2ccc3c(c2)OCCO3)c(=O)n(-c2ccccc2)n1C	2	-0.98	-7	0	-7	12	0	-2	5
Cc1cc(C)c(NC(=O)CSc2nnc(-c3ccco3)n2N)c(C)c1	-2	-0.19	4	-12	-6	-7	6	4	6
O=C(c1ccco1)N1CCN(S(=O)(=O)c2ccc(S(=O)(=O)NC3CC3)cc2)CC1	-2	-0.0096	-13	-25	-2	8	0	2	13
O=C(N1CCN(c2ccccc2)CC1)C(F)(F)C(F)(F)F	0	-0.36	-3	-3	-18	14	6	1	6
Cc1cc(C(=O)CSc2nn(-c3ccccc3)c(=S)s2)c(C)n1Cc1ccco1	-8	-4.7*	7	9	-12	.	.	.	.
Cc1cc(S(=O)(=O)N2CCN(Cc3ccc4c(c3)OCO4)CC2)cc(C)c1N1CCCC1=O	0	-4.6*	5	10	-11	16	3	2	9
COc1cccc(-n2c(SCC(N)=O)nnc2-c2c[nH]c3ccccc23)c1	1	0.062	-5	-3	-2	0	5	5	3
CCOC(=O)N1CCN(C(=O)c2nn(-c3cc(OC)cc(OC)c3)c(=O)c3ccccc23)CC1	-1	-1.7	-5	20	-1	0	-1	-8	7
O=C(Cc1cccs1)NCc1ccncc1	-5	.	0	3	-2	2	4	2	-5
COc1cccc(OC)c1OCCCOc1c(OC)cccc1OC	0	0.44	-2	-14	-6	-9	6	-5	8
COc1ccc2[nH]c3nc(SCc4nnc(-c5ccccc5)o4)nnc3c2c1	-5	0.12	-14	14	4	-6	-1	-2	0
NC(=O)CSc1nnc(-c2ccc(S(=O)(=O)N3CCCC3)cc2)n1Cc1ccco1	2	0.65	3	4	-7	-5	3	-5	-8
COc1ccccc1CNC(=O)C1CCC(CNc2c(N3CCOCC3)c(=O)c2=O)CC1 (stereo not drawn)	-1	-0.75	-12	-10	-6	5	0	2	8
COc1ccccc1-c1nc(C#N)c(N2CCC(Cc3ccccc3)CC2)o1	-3	-0.23	-5	-9	-10	9	-1	5	-2
COC(=O)CNC(=O)c1c(C)cc(=O)oc1C	1	-0.038	-5	-1	-2	8	0	0	5
CCCNS(=O)(=O)c1ccc(NC(=O)c2ccccn2)cc1	1	-0.85	-7	-11	-2	13	-1	4	9
CCOC(=O)CCc1nn(C)c(=O)c2ccccc12	0	.	-12	14	0	6	5	0	7
CCn1c(SCC(=O)Nc2sc(C)c(C)c2C#N)nnc1C(C)C	-2	4.5*	-4	-7	-11	10	1	4	12
Cc1ccccc1NC(=O)NCCCN1CCN(C2CCCCC2)CC1	-1	0.37	-12	4	-14	10	2	5	8
COc1ccc(-c2nc(-c3ccc(Br)cc3)no2)c(OC)c1	-4	.	-2	2	-17	14	2	3	1
COc1ccccc1CNC(=O)c1oc2ccc(S(=O)(=O)N3CCCC3)cc2c1C	-3	30*	49	11	2	17	-5	-4	-3
O=c1ccn(CCOc2ccc(Cl)cc2)c(=O)[nH]1	-2	-0.96	-7	5	-19	17	-2	3	16
CCCC(=O)N1CCN(c2ccc(C(=O)c3ccc(OC)c(Br)c3)cc2F)CC1	-3	-0.73	10	-2	-20	0	0	-3	5
C=CCN(c1ccc(C(N)=O)cc1)S(C)(=O)=O	-2	-0.34	-3	5	2	5	-1	2	8
C=CCN=C(NC#N)SCc1ccccc1Cl	5	7.4*	5	22	-4	15	1	0	7
Cn1c(Cn2c(=O)sc3ccccc32)nnc1SCC(N)=O	-1	-0.022	-12	4	-10	9	1	2	9
CCc1c(C)nc2ncnn2c1N1CCC(C(=O)Nc2ccccc2)CC1	2	0.76	-1	4	-1	10	6	2	11
C1=C(c2ccccc2)Nc2nnnn2C1	-1	0.19	-10	-5	0	-2	-2	1	5
CCOc1ccc(Nc2cc(C)nc(-n3nc(C)cc3C)n2)cc1	-1	3	72*	-5	6	1	3	-5	.
Cc1nc(NC(=O)CSc2ccccc2N)sc1C	-2	0.014	9	-1	-2	-5	0	0	1
CN(C)CCCN1C(=O)C(=O)/C(=C(/O)c2ccc(OCc3ccccc3)cc2)C1c1cccnc1 (stereo not drawn)	78*	-0.91	-13	-9	2	6	1	4	6
O=C(NCc1ccc2c(c1)OCO2)c1ccc(COc2cccc(Cl)c2)o1	3	0.12	79*	27	-15	12	4	3	0
Cc1ccc(C(=O)c2ccccc2C(=O)O)c(O)c1	-2	0.34	4	8	-18	7	2	0	4
Cc1cc(C)c(C#N)c(SCC(=O)OC2CCCCC2)n1	2	1	73*	-2	6	8	1	-6	2
CCCCCn1c(N2CCC(C(N)=O)CC2)nc2c1c(=O)[nH]c(=O)n2C	1	0.77	-31	-41	7	12	1	-4	9
CCOc1ccccc1NC(=O)CCN1CCN(S(=O)(=O)c2ccc(Br)cc2)CC1	-1	-0.13	1	-1	-12	4	0	-14	8
COc1cc(C2C(C(=O)c3cccs3)=C(O)C(=O)N2Cc2ccco2)cc(OC)c1OC (stereo not drawn)	-1	-0.43	1	10	-14	-1	3	5	7
COc1cccc(NC(=O)C2CCCN(S(=O)(=O)c3cccc4nsnc34)C2)c1 (stereo not drawn)	-2	0.62	30	5	-14	5	-2	1	5
CCC(=O)N1CCCc2cc(S(=O)(=O)N3CCN(c4ccccc4F)CC3)ccc21	0	-2.7	18	7	-12	12	9	-9	11
CC(C)CC(NC(=O)C1CCC(C)CC1)C(=O)N1CCN(c2ccccn2)CC1 (stereo not drawn)	1	.	12	11	5	20	-2	2	-4
C=CCN1C(=O)C(O)(CC(=O)c2c(C)n[nH]c2C)c2cc(Br)ccc21 (stereo not drawn)	-2	0.46	-6	13	-1	0	3	50	.
CC(C)CN1C(=O)NC(NC(=O)c2ccco2)(C(F)(F)F)C1=O (stereo not drawn)	94*	0.014	-26	4	7	7	1	-6	2
CNC(=O)NC1CCCc2ccccc21 (stereo not drawn)	-3	-1.7	-7	8	3	7	.	-9	.
COC(=O)c1ccc2c(c1)S(=O)(=O)NC(=NCc1ccco1)S2	-3	-2.4	-1	0	-11	9	4	3	11

Sorted by length of the SMILES (falling): some entries from above.
smiles	Hsp90 block	D1 mod	Ecoli tolC	MKP-1 inh	Cdc25B block	AP complement	CatB block	CatB mixtures	Ec RNAP inh
CC(C)CC(NC(=O)C1CCC(C)CC1)C(=O)N1CCN(c2ccccn2)CC1 (stereo not drawn)	1	.	12	11	5	20	-2	2	-4
CC(C)CN1C(=O)NC(NC(=O)c2ccco2)(C(F)(F)F)C1=O (stereo not drawn)	94*	0.014	-26	4	7	7	1	-6	2
O=c1ccn(CCOc2ccc(Cl)cc2)c(=O)[nH]1	-2	-0.96	-7	5	-19	17	-2	3	16

Part of the list above in order of molar mass, falling:
smiles	Hsp90 block	D1 mod	Ecoli tolC	MKP-1 inh	Cdc25B block	AP complement	CatB block	CatB mixtures	Ec RNAP inh
COc1cc(C2C(C(=O)c3cccs3)=C(O)C(=O)N2Cc2ccco2)cc(OC)c1OC (stereo not drawn)	-1	-0.43	1	10	-14	-1	3	5	7
COc1cccc(NC(=O)C2CCCN(S(=O)(=O)c3cccc4nsnc34)C2)c1 (stereo not drawn)	-2	0.62	30	5	-14	5	-2	1	5
COc1ccccc1CNC(=O)c1oc2ccc(S(=O)(=O)N3CCCC3)cc2c1C	-3	30*	49	11	2	17	-5	-4	-3
CC(C)CC(NC(=O)C1CCC(C)CC1)C(=O)N1CCN(c2ccccn2)CC1 (stereo not drawn)	1	.	12	11	5	20	-2	2	-4
O=C(NCc1ccc2c(c1)OCO2)c1ccc(COc2cccc(Cl)c2)o1	3	0.12	79*	27	-15	12	4	3	0
CCCCCn1c(N2CCC(C(N)=O)CC2)nc2c1c(=O)[nH]c(=O)n2C	1	0.77	-31	-41	7	12	1	-4	9
COC(=O)c1ccc2c(c1)S(=O)(=O)NC(=NCc1ccco1)S2	-3	-2.4	-1	0	-11	9	4	3	11
Cn1c(Cn2c(=O)sc3ccccc32)nnc1SCC(N)=O	-1	-0.022	-12	4	-10	9	1	2	9
CCOc1ccc(Nc2cc(C)nc(-n3nc(C)cc3C)n2)cc1	-1	3	72*	-5	6	1	3	-5	.
Cc1nc(NC(=O)CSc2ccccc2N)sc1C	-2	0.014	9	-1	-2	-5	0	0	1
O=c1ccn(CCOc2ccc(Cl)cc2)c(=O)[nH]1	-2	-0.96	-7	5	-19	17	-2	3	16

New compounds follow.
smiles	Hsp90 block	D1 mod	Ecoli tolC	MKP-1 inh	Cdc25B block	AP complement	CatB block	CatB mixtures	Ec RNAP inh
Cn1c(=O)[nH]c(=O)c2c1nc(NCCCn1ccnc1)n2Cc1ccc(F)cc1	-3	1.7	-5	-29	-22	27	-2	-5	.
Cc1ccc2c(=O)c(CN(C)C3CCN(C)CC3)c(C)[nH]c2c1C	2	-0.56	14	-20	12	.	0	.	3
C=C(C)Cn1c(CCCNC(=O)CCC)nc2ccccc21	.	0.84	2	5	-16	19	-7	6	1
Cc1[nH]nc2c1C1(CCOCC1)C(C#N)=C(N)O2	-1	-0.21	-21	-18	7	-8	5	-4	9
COC(=O)[C@H](CCSC)NC(=O)NC1CCN(Cc2ccccc2)CC1	-6	0.5	-18	-6	-9	-4	5	3	11
CN(Cc1ccccc1)S(=O)(=O)c1ccc2c(c1)OCCO2	-2	-0.15	42	11	-11	7	2	-5	8
Cn1c(=O)oc2cc(S(=O)(=O)N3CCCc4ccccc43)ccc21	0	.	-2	10	-3	13	0	2	-3
O=C(NCC1CCNCC1)c1ccncc1	-6	-0.5	-21	0	-10	3	1	-7	7
C=CCn1c(=O)n(CCC#N)c(=O)n(CCC#N)c1=O	1	0.3	-7	6	-8	-4	-3	-4	6
COc1ccc(-c2cc(CCCC(=O)NCCc3ccc(OC)cc3OC)no2)cc1	-5	-0.023	3	28	-5	14	6	3	4
